From PubChem
GLP-1R agonist: agonists of human GLP-1 receptor; hit rate 0.007% among 380,000; Potency, µM (highest dose often 45.6 µM), for inactives: at the highest dose activation, most hits filed as activators; HEK293 GLP-1R CRE-luciferase, luminescence, 4-6 h; cells express a hypersensitive GLP-1R form; AID 624172; further: % of control where 0% means no effect
GLP1R inv ag: acts as inverse agonist at human GLP-1 receptor | HEK293 GLP-1R CRE-luciferase, luminescence, 24 h; GLP-1R form is constitutively active | hit rate 1.6% among 410,000 | Potency, µM (highest dose often 38.3 µM), without a hit: at the highest dose activity change, negative = inhibition, actives largely listed as inhibitors; further: on the % scale 0 is the no-effect control and ±100 the full control effect; nearly all actives have a fitted effect of over 55% in size
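Using stably transfected HEK293 (constitutively active GLP-1R, cAMP-luciferase reporter), compounds were incubated 24 hr and luciferase measured by luminescence.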
KB-3-1 tox: KB-3-1 parental cell cytotoxicity; hit rate 1.4% among 400,000; KB-3-1 viability, CellTiter-Glo ATP luminescence, 72 h; Potency, µM (top dose mostly 46.1 µM), for the others: at the highest dose activity change, negative = cytotoxic, usual class: cytotoxic; further: on the % scale 0 is the no-effect control and ±100 the full control effect; nearly all actives have a fitted effect of over 60% in size
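Parental KB-3-1 adenocarcinoma cells in phenol-red-free DMEM with 10% FBS were pin-treated with compounds at several concentrations, incubated 72 h at 37 °C, and viability read by CellTiter-Glo luminescence; concentration-effect curves were fitted after normalization.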
HT1080-NT tox: kills 2HG-producing HT-1080-NT fibrosarcoma cells; Potency, µM (doses to about 46.1 µM), for inactives: at the highest dose activity, negative = less viability, usual class: cytotoxic; hit rate 1.6% among 360,000; HT-1080-NT fibrosarcoma viability, CellTiter-Glo ATP luminescence, 48 h;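 further: NT is the 2HG producing partner of a matched IDH1 knockdown line; 0% = DMSO-treated cells and -100% = media-only wells without cells; nearly all actives have a fitted effect of over 55% in size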
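Compounds were tested in concentration-response format on HT-1080-NT cells for 48 hours at 37 degrees C. Cell viability came from CellTiter-Glo luminescence; curves were classified by r2, response magnitude and activity.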
TDP43 rescue: rescues yeast growth from TDP-43 toxicity; TDP-43 expressing yeast growth rescue, BacTiter-Glo, 24 h; Potency, µM (series often up to 46.1 µM), for inactives: at the highest dose growth rescue (activation), actives largely listed as activators; hit rate 1.8% among 410,000; AID 652104; further: % of control where 0% means no effect; nearly all actives have a fitted effect of over 50% in size
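In this qHTS, compounds that restore growth of yeast expressing TDP-43 appear as activators. Cells (OD600=0.02, galactose medium, raffinose-pregrown) are incubated with compound 24 hr at 30 deg C and growth is quantified by BacTiter-Glo.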
KB-V1 cytotox: KB-V1 MDR subline cytotoxicity; Potency, µM (highest dose often 46.1 µM), for the others: at the top dose activity change, negative = cytotoxicity, most hits filed as cytotoxic; KB-V1 MDR cells viability, CellTiter-Glo, 72 h; hit rate 3.4% among 400,000; further: on the % scale 0 is the no-effect control and ±100 the full control effect; nearly all actives have a fitted effect of over 60% in size
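Cells of the MDR subline KB-V1 are plated, dosed with compound at multiple concentrations, and incubated 72 h at 37 degrees C; CellTiter-Glo is then added and luminescence read after 10 min.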
HT1080 IDH1KD tx: toxicity to HT-1080 IDH1 knockdown cells (counter line); hit rate 2% among 360,000; Potency, µM (doses to about 46.1 µM), for inactives: top-dose activity, negative = toxicity, most hits filed as cytotoxic; HT-1080 IDH1 knockdown viability, ATP luminescence, 48 h; AID 686971;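 further: 0% = DMSO wells and -100% = cell-free medium wells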
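Cytotoxicity counter-line: IDH1KD HT-1080, 48 h, CellTiter-Glo. Curves classed by r2, magnitude and activity.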
GLP1R cytotox: cytotoxicity counter-screen for GLP-1 receptor inverse agonists. HEK293 cAMP-luciferase reporter cells, luminescence, 24 h. Potency, µM (top dose mostly 38.3 µM), without a hit: at the top dose activity change, negative = inhibition, usual class: inhibitors. hit rate 0.13% among 410,000. AID 624418;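 further: loss of luciferase light is scored as toxicity; on the % scale 0 is the no-effect control and ±100 the full control effect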
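Luminescence readout: signal drop marks cytotoxicity. Plated cells grew 12 h at 37 °C, 5% CO2, received 23 nL compound for 24 h, then got luciferase reagent, read after 12 min at RT.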
SW480 rereplic: DNA re-replication induction in SW480 cells; AID 624297; SW480 DNA re-replication, Hoechst DNA content imaging, 48 h; Potency, µM (series often up to 46.1 µM), inactives show at the top dose re-replication activation, actives largely listed as activators; hit rate 1.8% among 340,000; further: % of control where 0% means no effect; nearly all actives have a fitted effect of over 55% in size
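Cells (250 per well) received 23 nL compound or DMSO by pin tool and were kept 48 hr at 37 C, 5% CO2. Nuclei were then stained with Hoechst for 40 min and scanned for DNA content.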
The depositor's hits bear a star; ? = inconclusive; / = not tested or not shown; & = joins results of further samples; [ ] = dose if it differs, or a comment. The call rests on the fitted dose curve; in most records, active means well fitted curve in the direction sought with a large enough effect; inconclusive means small, poorly fitted or top-dose-only effect, or another doubt; inactive means no such curve, though single readings can be large; an effect the other way counts as inactive or inconclusive. Potency means the concentration at half of the fitted maximal effect.

Every second line gives: GLP-1R agonist	GLP1R inv ag	KB-3-1 tox	HT1080-NT tox	TDP43 rescue	KB-V1 cytotox	HT1080 IDH1KD tx	GLP1R cytotox	SW480 rereplic
1	O=C(NCCc1ccccc1C(F)(F)F)C1CCC(=O)N(CCCN2CCCC2=O)C1 (stereo not given)
  -7%	-4%	-1%	21%	-3%	1%	10%	-9%	-1%
2	CC1CN(C(=O)c2ccc(OC3CCN(Cc4ccccn4)CC3)cc2)CCN1C (stereo not given)
  0%	-16%	12%	6%	-13%	-24%	-6%	17%	-1%
3	CCOc1ccc(CN2CCN(C(=O)c3ccco3)CC2)cc1
  10%	21%	1%	6%	13%	?	5%	-15%	-9%
4	CC(=O)c1c(C)nc(Nc2nc(C)c3cc(C)ccc3n2)nc1C
  0%	?	0%	-2%	-6%	0%	1%	?	-19%
5	CC(C)Sc1ncnc2c1oc1ccccc12
  11%	6%	?	1%	-6%	4%	-13%	3%	-6%
6	O=C1CC(c2ccc(F)cc2)c2cc3c(cc2N1)CCC3 (stereo not given)
  20%	?	?	?	-7%	?	?	?	?
7	CC(CCn1cccn1)NC(=O)CCc1nnc(C2CCCCC2)o1 (stereo not given)
  3%	20%	22%	-4%	1%	36%	0%	-3%	-8%
8	O=C(COc1ccc(Br)cc1)N1CCN(S(=O)(=O)/C=C/c2ccccc2)CC1
  -2%	?	-7%	-10%	-15%	?	-18%	7%	?
9	COc1ccc(OC)c(CNC(=O)c2nn(C)c3c2CS(=O)(=O)c2ccccc2-3)c1
  12%	0%&12%	26%&21%	6%	-1%&7%	8%&0%	11%	-9%&3%	-6%
10	O=C(NCc1cccc(F)c1)c1cccc2c1C(=O)c1ccc(N3CCCC3)cc1S2(=O)=O
  15%	-6%	31%	0%	28%	-4%	0%	33%[activator]	-5%
11	Cc1cc(Cl)c(S(=O)(=O)N2CCN(c3cccc(C)c3C)CC2)cc1OCC(N)=O
  -1%	?	?	-13%	15%	-24%	-23%	-17%	7%
12	COC(=O)CCCNc1ncccc1[N+](=O)[O-]
  5%	4%	15%	11%	-9%	-20%	?	13%	-1%
13	Cc1ccsc1C(=O)NCCC(c1ccccc1)c1ccccc1
  15%	?	-15%	-8%	3%	-5%	0%	13%	7%
14	CCSc1nnc(NC(=O)COc2cccc3ccccc23)s1
  -2%	4%	6%	-10%	7%	5%	7%	10%	1%
15	COc1cccc(/C=N/NC(=O)C(=O)NCc2ccco2)c1OC
  0%	19%	1%	11%	10%	-17%	16%	-7%	1%
16	O=[N+]([O-])c1ccccc1CNCCCCCO
  5%	-4%	16%	16%	25%	24%	17%	-16%	4%
17	FC(F)(F)Oc1ccc(Nc2nc3ccccc3o2)cc1
  -2%	?	2%	-6%	?	0%	-15%	11%	0%
18	Cc1cc(Br)c(Oc2cc(NN3CCCCC3)c([N+](=O)[O-])cc2[N+](=O)[O-])c(Br)c1
  -2%	7%	0%	-9%	3%	-18%	-1%	6%	-3%
19	CCC(=O)NCCc1cc2cc(C)c(C)cc2[nH]c1=O
  -1%	0%	3%	7%	-2%	-26%	5%	20%	-7%
20	COc1cc(S(=O)(=O)n2c(C)nc3ccccc32)ccc1F
  -39%	-20%	?	?	7%	-15%	?	-22%	?
21	O=C(NNC(=S)NCc1ccccc1)c1cccc([N+](=O)[O-])c1
  1%	?	-2%	1%	-10%	-22%	-9%	-12%	1%
22	O=C(CNS(=O)(=O)c1ccccc1)NCC(=O)N1CCCCC1
  -5%	17%	5%	21%	-5%	23%	7%	2%	-10%[9.22 µM]
23	CCc1cc(SC#N)cc(C)c1NC(=O)CCl
  -5%	?	?	?	?	0%	?	-5%	23µM*
24	OCCC1CN(Cc2cnc(-c3ccccc3)s2)CCN1C1CCCCC1 (stereo not given)
  12%	?	-1%	-6%	-5%	8%	-12%	-2%	3%
25	Cc1ccc(C(=O)N/C(=C\c2ccc(-c3cccc([N+](=O)[O-])c3)o2)C(=O)NC(C)(C)C)cc1
  -3%	0%	-13%	-1%	15%	0%	-9%	-3%	-2%
26	CCN(C(=O)c1ccc(NC(=O)Cc2ccccc2)cc1)c1ccccc1
  1%	?	-7%	7%	15%	?	0%	15%	-1%
27	O=C(N/N=C/c1cc(Br)cc(Br)c1O)c1cccc(N2CCCC2=O)c1
  9%	?	?	-12%	11%[9.22 µM]	-23%	-22%	-7%	8.2µM*
28	CCCC(=O)Nc1ccccc1NC(=O)c1ccc(OC)cc1
  11%	5%	-16%	1%	-5%	?	11%	9%	6%
29	Cc1ccccc1NC(=O)N1CCN(C(=O)c2ccco2)CC1
  -6%	5%	0%	-2%	-22%	10%	-8%	-1%	?
30	O=C(Nc1ccc(Cl)cc1Cl)c1cc2ccccc2o1
  4%	19%	2%	18%	11%	-27%	6%	15%	-17%

Molecules from the list above containing a Cl atom:
Every second line gives: GLP-1R agonist	GLP1R inv ag	KB-3-1 tox	HT1080-NT tox	TDP43 rescue	KB-V1 cytotox	HT1080 IDH1KD tx	GLP1R cytotox	SW480 rereplic
11	Cc1cc(Cl)c(S(=O)(=O)N2CCN(c3cccc(C)c3C)CC2)cc1OCC(N)=O
  -1%	?	?	-13%	15%	-24%	-23%	-17%	7%
23	CCc1cc(SC#N)cc(C)c1NC(=O)CCl
  -5%	?	?	?	?	0%	?	-5%	23µM*
30	O=C(Nc1ccc(Cl)cc1Cl)c1cc2ccccc2o1
  4%	19%	2%	18%	11%	-27%	6%	15%	-17%

Remaining list, next part
Every second line gives: GLP-1R agonist	GLP1R inv ag	KB-3-1 tox	HT1080-NT tox	TDP43 rescue	KB-V1 cytotox	HT1080 IDH1KD tx	GLP1R cytotox	SW480 rereplic
31	Oc1ccccc1/C=N/NC(=S)NC1CC2CCC1C2 (stereo not given)
  29%	?	?	21µM*	?	?	?	?	3%
32	CCc1ccc(NC(=O)CSc2nc(C)c(C(=O)Nc3ccccc3)c(-c3ccc(OC)c(OC)c3)c2C#N)cc1
  /	-10%	6%	/	26%	21%	/	1%	/
33	CCOc1ccc(NS(=O)(=O)c2cc(C(=O)N3CCN(C(C)=O)CC3)ccc2Cl)cc1
  6%	16%	?	5%	1%	-15%	-5%	-3%	4%
34	CCOC(=O)C1CCN(C(=O)c2ccccc2NS(=O)(=O)c2ccc(F)c(F)c2)CC1
  -3%	-4%	-4%	2%	9%	?	-5%	0%	20%
35	O=C(NNC(=O)c1ccc2ccccc2c1)c1cccc(Br)c1
  1%	13%	2%	21%	-9%	6%	25%	-6%	-11%
36	Cc1ccc(-c2n[nH]c(S(C)(=O)=O)c2C#N)cc1
  0%	15%	3%	-6%	7%	28%	-1%	-2%	-14%
37	CCn1c(CSc2nncn2-c2ccc(OC)cc2)nc2cc(S(=O)(=O)N(C)C)ccc21
  0%	-1%	-6%	-10%	-6%	-10%	-19%	-11%	-1%
38	COC(=O)c1ccc(-c2noc(CN3C[C@H]4CC[C@H]3C4)n2)cc1
  5%	-8%	5%	-1%	4%	0%	2%	0%	-3%
39	Cc1ccc(NC(=O)CN(C)C(=O)CCC(=O)N2CCOCC2)cc1
  -5%	15%	4%	12%	15%	29%	5%	-2%	?
40	CC1=C(CC(=O)O)c2cc(F)ccc2/C1=C/c1ccc(S(C)=O)cc1 (stereo not given)
  -6%	-10%	0%	-3%	6%	4%	-8%	11%	-16%
41	S=C(NCc1ccccc1)N1CCN(C(=S)NCc2ccccc2)CC1
  -5%	?	11%	1%[9.24 µM]	10%	?	7%	-33%	-30%[inhibitor]
42	CCn1c(SCC(=O)Nc2ccc(C)cc2)nc2sc3c(c2c1=O)CCN(C)C3
  10%	72%[activator]	4%	-12%	-12%	14%	-8%	-1%	17%
43	COc1ccc(S(=O)(=O)N2CCOC2CNC(=O)C(=O)NCCc2ccc(S(N)(=O)=O)cc2)cc1 (stereo not given)
  5%	-10%	16%	21%	0%	0%	0%	3%	-2%
44	CCOC(=O)C1CCN(CC(=O)NC(=O)NC2CCCCC2)CC1
  1%	-6%[7.66 µM]	7%	-7%	-5%	?	-2%	7%[7.66 µM]	-3%
45	CC(NCc1nc2ccccc2n1C)C12CC3CC(CC(C3)C1)C2 (stereo not given)
  1%	-22%[7.66 µM]	-3%	?	8%	-19%	?	-2%[7.66 µM]	12%
46	COc1ccccc1CNS(=O)(=O)c1ccc2c(c1)NC(=O)C(C)S2 (stereo not given)
  6%	6%	-8%	-8%	-4%	-15%	-4%	-6%	14%
47	CC(C)C[C@H]1CNC(=S)N1CC1CCN(CC2CCCC2)CC1
  0%	6%	-10%	-2%	-5%	0%	7%	1%	0.026µM*
48	C[C@H](NC(=O)C(c1ccccc1)c1ccccc1)c1ccccc1
  12%	?	0%	4%	15%	0%	3%	-6%	?
49	COc1ccc(/C=C2\SC(=Nc3ccccc3Cl)NC2=O)c(OC)c1
  -6%	?	?	?	-1%	?	?	-17%	/
50	O=C(NCCCN1CCOCC1)c1cc(-c2cccc(Br)c2)nc2ccccc12
  -3%	?	-9%	-28%	-12%	6%	?	-6%	-2%
51	O=C(CN(Cc1ccccc1Cl)C(=O)Cn1nnc(-c2cccs2)n1)NCC1CCCO1 (stereo not given)
  1%	6%	8%	-11%	-7%	?	-23%	-4%	-3%
52	O=C1N/C(=C\c2ccccc2)C(O)=C1C=NCc1ccccc1
  5%	-8%	-16%	?	-18%	0%	-9%	1%	18%
53	C[C@H](CO)N1C[C@H](C)[C@@H](CN(C)S(C)(=O)=O)Oc2c(NC(=O)Nc3ccc(C(F)(F)F)cc3)cccc2C1=O
  3%	6%	-6%	-23%	-1%	-2%	-6%	9%	10%
54	Cc1c(C(=O)O)cccc1-c1ccc(/C=C2/NC(=O)N(c3ccccc3)C2=O)o1
  1%	30%	-2%	9%	1%	6%	-3%	2%	34%
55	O=C(COc1coc(CN2CCN(c3ccc(F)cc3)CC2)cc1=O)Nc1ccccc1
  3%	12%	-9%	-7%	-21%	-8%	-1%	2%	-2%

Ordered by value in GLP-1R agonist (high to low): three from the list above.
No.	mol	GLP-1R agonist	GLP1R inv ag	SW480 rereplic
6	O=C1CC(c2ccc(F)cc2)c2cc3c(cc2N1)CCC3 (stereo not given)	20%	?	?
16	O=[N+]([O-])c1ccccc1CNCCCCCO	5%	-4%	4%
25	Cc1ccc(C(=O)N/C(=C\c2ccc(-c3cccc([N+](=O)[O-])c3)o2)C(=O)NC(C)(C)C)cc1	-3%	0%	-2%
